Screening data from PubChem BioAssay.
p47phox inh: inhibitors of human p47phox binding; P14598; p47phox/p22phox peptide binding, fluorescence polarization, 2 h; inhibition, % at 24.7 µM; 0.53% of 220,000 active;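 active = inhibition above about 30%, limit read from the data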;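 also: 0% = p47phox with labelled peptide and 100% = labelled peptide alone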
Tb hexokinase: T. brucei hexokinase 1 inhibition; recombinant TbHK1, G6PDH-coupled NADH A340; inhibition, % at 10 µM; 0.11% of 220,000 active;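 active = inhibition of 50% or more in the single-dose primary screen; inactive = inhibition below 50%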
EBV gp42 inh: inhibitors of Epstein-Barr virus glycoprotein 42; Q1HVG2; Fluorescence polarization binding assay, mP read-out; inhibition, % (tested at 21.74 µM); 0.42% of 220,000 active; AID 1085; in the data active = inhibition above about 50%
Runt-SMMHC FRET: Runt domain-CBFb-SMMHC interaction inhibition | AID 1434 | Q01196+Q13951 | 0.74% of 220,000 active | inhibition, % at 20 µM | Cerulean-Runt/Venus-CBFb-SMMHC FRET ratio 530/480, 1 h;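 active = mean inhibition across duplicate retests at 20 µM reaching about 50%, limit read from the data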;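 also: 0% = DMSO wells and 100% = wells with excess untagged CBFb-SMMHC; inhibitors lower the FRET ratio by blocking Runt binding to CBFb-SMMHC; some results filed as inactive read as strong as hits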
Target sequence (Q01196 whole entry, looked up, the tested form may be a part): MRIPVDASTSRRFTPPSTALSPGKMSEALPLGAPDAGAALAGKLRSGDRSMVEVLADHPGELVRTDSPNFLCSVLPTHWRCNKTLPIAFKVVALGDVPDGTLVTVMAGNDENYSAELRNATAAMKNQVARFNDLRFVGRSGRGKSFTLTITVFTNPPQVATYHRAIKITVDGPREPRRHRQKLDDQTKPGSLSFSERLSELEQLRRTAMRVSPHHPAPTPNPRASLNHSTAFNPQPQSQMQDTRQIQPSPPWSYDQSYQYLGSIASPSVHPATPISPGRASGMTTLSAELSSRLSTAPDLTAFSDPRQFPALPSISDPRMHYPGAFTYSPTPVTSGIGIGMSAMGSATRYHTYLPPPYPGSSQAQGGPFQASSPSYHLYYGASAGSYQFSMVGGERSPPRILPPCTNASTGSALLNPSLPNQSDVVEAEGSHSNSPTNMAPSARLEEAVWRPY
Target sequence (Q13951 whole entry, looked up, the tested form may be a part): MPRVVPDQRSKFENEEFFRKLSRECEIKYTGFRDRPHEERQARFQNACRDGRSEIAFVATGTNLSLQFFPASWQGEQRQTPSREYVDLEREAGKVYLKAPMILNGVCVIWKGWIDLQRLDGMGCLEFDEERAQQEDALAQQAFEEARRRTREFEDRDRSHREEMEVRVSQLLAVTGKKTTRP
14-3-3 Bad PPI: disrupts binding of bovine 14-3-3 zeta to phospho-Bad peptide; P63103; TR-FRET 14-3-3zeta/Dy647-pBad peptide displacement, 1 h; inhibition, % at 21.7 µM; 0.71% of 220,000 active; AID 781;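 active = inhibition above about 70%, limit read from the data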;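 also: 0% = full 14-3-3 plus peptide FRET controls and 100% = background without 14-3-3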
Target sequence (P63103 whole entry, looked up): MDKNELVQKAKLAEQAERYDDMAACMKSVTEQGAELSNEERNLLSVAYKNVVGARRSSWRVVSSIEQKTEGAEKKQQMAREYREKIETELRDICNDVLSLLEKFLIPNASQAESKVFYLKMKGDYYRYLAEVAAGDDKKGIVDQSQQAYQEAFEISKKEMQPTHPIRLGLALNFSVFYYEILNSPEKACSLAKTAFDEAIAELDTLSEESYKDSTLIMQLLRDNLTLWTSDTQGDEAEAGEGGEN
Runt-CBFb FRET: inhibitors of human RUNX1 Runt domain binding to CBFb; 0.46% of 220,000 active; inhibition, % at 20 µM; AID 1496; Q01196+Q13951; Cerulean-Runt/Venus-CBFb FRET ratio 530/480, 1 h;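 active = inhibition over about 50% at 20 µM in the single-dose screen, limit read from the data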;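 also: 0% = DMSO wells and 100% = excess unlabeled CBFb competitor control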
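Doses: 20 µM compound in 1% DMSO | Material: Cerulean-labeled Runt domain protein | Amount: Each fluorescent fusion protein 100 nM | Schedule: Two 1 h room-temperature incubations shielded from light | Measured by: FRET fluorescence | Evaluation: Loss of energy transfer signal | Controls: Unlabeled CBFb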
Hck Nef HTS: blocks Nef-activated human Hck kinase; Recombinant Hck-YEEI plus Nef, Z-Lyte FRET kinase assay; inhibition, % at 20 µM; 0.68% of 220,000 active; AID 463187;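 active = Hck-Nef kinase inhibition above about 50%, limit read from the data; inactive = inhibition below that limit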;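 also: 0% = DMSO with Hck plus Nef and 100% = Hck alone without Nef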
L929 necroptosis: L929 zVAD cell death inhibition; AID 1377; 0.38% of 220,000 active; viability rescue, % at 10 µM; L929 zVAD necroptosis rescue, ATP luminescence, 24 h; with zVAD 60 µM;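 active = activation, scaled between plate controls, above about 75%, limit read from the data; inactive = activation under that limit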;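 also: 0% = zVAD with DMSO and 100% = DMSO alone without zVAD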
MDM2 E3 inh: inhibitors of human Mdm2 E3 ubiquitin ligase; Q00987; cell-based MDM2 ubiquitination luciferase reporter, 2 h; 0 = plate control, 100 = twice control, blank-subtracted; signal enhancement, % at 5 µM; 0.11% of 210,000 active;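 active = signal enhancement of 30% or more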;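 also: luminescence tracks abundance of the self-degrading MDM2-luciferase fusion protein; higher signal means inhibition of MDM2 E3 ligase activity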
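Material: stable MDM2–luciferase fusion reporter cells / Quantity: 2000 cells/well / Dosing: single 5 µM compound dose, 0.2% final DMSO / Buffer or medium: DMEM / Schedule: 4 h cell settling then 2 h compound exposure, 37 °C / Detection: luminescence with SteadyLite reagent, 15 min at room temperature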
Active calls of the source: *; / = no result given; [ ] = dose if it differs, or a comment.

no. | structure | p47phox inh | Tb hexokinase | EBV gp42 inh | Runt-SMMHC FRET | 14-3-3 Bad PPI
1 | Cc1ccc(C(=O)NNC(=O)CSc2n[nH]c(-c3cccnc3)n2)cc1 | -11 | 0 | -24 | -2 | -11
2 | COc1ccc2no[n+]([O-])c2c1 | -5 | -15 | -16 | -8 | 9
3 | c1ccc(-c2nc(NCc3cccnc3)c3ccccc3n2)cc1 | -14 | -8 | -20 | 2 | 3
4 | CC1=C/C(=N\NC(=O)c2ccccc2)CC1 | -17 | 6 | -14 | 6 | -5
5 | COc1ccc(-n2c(Cc3cccn3C)nnc2SCC(=O)Nc2nc(C)cs2)cc1 | -6 | -3 | -24 | 4 | 1
6 | CCOC(=O)C1=C(O)/C(=C\c2ccc(CNC(=O)C(=O)Nc3ccc(C)c(C)c3)o2)N=C1C | -14 | -18 | -3 | -5 | -1
7 | C=CCN=c1scc(-c2ccco2)n1/N=C/c1ccc(O)c(O)c1O | -11 | -3 | -4 | 35 | 17
8 | Cc1ccc(N(CCC(=O)O)S(=O)(=O)c2ccccc2)cc1 | -7 | -3 | 10 | 8 | -6

no. | Runt-CBFb FRET | Hck Nef HTS | L929 necroptosis | MDM2 E3 inh
1 | 0 | 19 | 3.0 | -4
2 | 2 | 8 | 1.5 | -15
3 | 5 | 2 | 0.2 | -2
4 | -4 | 2 | 1.0 | -6
5 | 6 | -1 | 2.3 | -2
6 | 10 | 24 | -0.2 | -5
7 | 47 | 56* | 0.3 | -19
8 | 1 | -2 | 1.4 | -3

Record cards (already shown):
`Cc1ccc(C(=O)NNC(=O)CSc2n[nH]c(-c3cccnc3)n2)cc1` as listed: p47phox inh: -11; Tb hexokinase: 0; EBV gp42 inh: -24; Runt-SMMHC FRET: -2; 14-3-3 Bad PPI: -11; Runt-CBFb FRET: 0; Hck Nef HTS: 19; L929 necroptosis: 3.0; MDM2 E3 inh: -4
`C=CCN=c1scc(-c2ccco2)n1/N=C/c1ccc(O)c(O)c1O` as listed: p47phox inh: -11; Tb hexokinase: -3; EBV gp42 inh: -4; Runt-SMMHC FRET: 35; 14-3-3 Bad PPI: 17; Runt-CBFb FRET: 47; Hck Nef HTS: 56*; L929 necroptosis: 0.3; MDM2 E3 inh: -19
`CC1=C/C(=N\NC(=O)c2ccccc2)CC1` as listed: p47phox inh: -17; Tb hexokinase: 6; EBV gp42 inh: -14; Runt-SMMHC FRET: 6; 14-3-3 Bad PPI: -5; Runt-CBFb FRET: -4; Hck Nef HTS: 2; L929 necroptosis: 1.0; MDM2 E3 inh: -6

Following part.
no. | structure | p47phox inh | Tb hexokinase | EBV gp42 inh | Runt-SMMHC FRET | 14-3-3 Bad PPI
9 | O=C(CN1CCCCCC1)N1c2ccccc2Sc2ccc(C(F)(F)F)cc21 | 2 | 3 | -11 | -3 | 29[fluorescence artefact?]
10 | Cc1cc(Cl)ccc1NC(=S)NCc1ccccc1Cl | -19 | -1 | -9 | 0 | -5
11 | COC(=O)c1cccc(NC(=O)c2ccco2)c1 | 9 | 1 | -6 | 0 | 0
12 | CCc1ccccc1Nc1cc(C(=O)NCc2ccccn2)c2ccccc2n1 | -3 | 0 | 13 | -3 | -6
13 | O=C(Nc1nc(-c2ccccc2)cs1)C1CCCCN1S(=O)(=O)c1ccc(Cl)cc1 (stereo not given) | -18 | 7 | -3 | 5 | -4
14 | CC(Oc1ccc(Br)cc1Br)C(=O)NC1CCCC1 (stereo not given) | 0 | 1 | -13 | 0 | -2
15 | COc1ccc(S(=O)(=O)N2CCC(N3CCN(c4ccccc4OC)CC3)CC2)cc1 | 7 | -8 | -6 | 2 | 62
16 | O=P(O)(c1ccccc1)c1ccccc1O | -12 | 10 | 7 | 0 | 18

no. | Runt-CBFb FRET | Hck Nef HTS | L929 necroptosis | MDM2 E3 inh
9 | -3 | -4 | -0.3 | -3
10 | 3 | 4 | 0.3 | /
11 | -2 | 15 | -0.2 | -9
12 | 0 | 4 | -0.4 | -11
13 | 1 | 2 | 0.4 | -17
14 | -2 | 17 | 0.9 | -4
15 | 1 | 7 | -0.1 | -5
16 | 0 | 0 | 0.2 | -49

(cont.)
no. | structure | p47phox inh | Tb hexokinase | EBV gp42 inh | Runt-SMMHC FRET | 14-3-3 Bad PPI
17 | CCOc1cc(C2NC(=O)N(C)C(C)=C2C(=O)OC)cc(Br)c1O (stereo not given) | -18 | -11 | -11 | -2 | -7
18 | O=C(Nc1nnc(-c2ccc(Cl)s2)o1)C1CC1 | -2 | -9 | -6 | -1 | -15
19 | COc1ccc(/C=C2\SC(=O)N(CCn3cnnn3)C2=O)cc1 | 1 | -20 | -5 | 1 | -9
20 | COC(=O)Cn1cc(C(=O)OC)cc(Br)c1=O | -6 | 4 | -12 | -3 | -8
21 | Cn1cnc([N+](=O)[O-])c1Sc1ncnc2nc[nH]c12 | 0 | -15 | 0 | -2 | 1
22 | CCn1cc(C(=O)NCc2ccc3c(c2)OCO3)c(=O)c2cc(S(=O)(=O)N3CCOCC3)ccc21 | 9 | -26 | 24 | -1 | -2
23 | CCc1cc2c(=O)c(-c3nc(C)cs3)c(CCCC(=O)O)oc2cc1O | 6 | -11 | -3 | 6 | 0
24 | O=C(/C=C/c1cccnc1)c1cc(F)ccc1O | -7 | -10 | -10 | 5 | 13

no. | Runt-CBFb FRET | Hck Nef HTS | L929 necroptosis | MDM2 E3 inh
17 | 2 | -1 | -0.7 | -1
18 | 0 | 18 | 2.4 | -6
19 | -1 | -9 | -0.1 | -4
20 | -4 | 1 | 0.8 | -25
21 | 1 | 5 | -0.4 | 1
22 | -4 | 2 | -0.4 | -22
23 | 2 | 9 | 0.1 | -4
24 | -1 | 2 | -0.3 | -4

(next part)
no. | structure | p47phox inh | Tb hexokinase | EBV gp42 inh | Runt-SMMHC FRET | 14-3-3 Bad PPI
25 | CC(C)c1ccc(C(C(=O)NC2CCCCC2)N(C(=O)c2ccccn2)c2cccnc2)cc1 (stereo not given) | -8 | 0 | -15 | -1 | -5
26 | CCc1c(C)sc(NC(=S)N2CCN(S(C)(=O)=O)CC2)c1C(=O)OC | -3 | -12 | -3 | 0 | 0
27 | CC(C)(C)NCC(O)(c1ccc(Cl)cc1)c1ccc(Cl)cc1 | -5 | 4 | -12 | -1 | -7
28 | CC1=NN(C(=O)CSCc2ccccc2)C(O)(c2ccc(F)cc2)C1 (stereo not given) | -8 | -1 | -14 | 2 | -8
29 | Fc1ccc(F)c(NC(=S)NCCc2ccccc2)c1 | -1 | 1 | -13 | -2 | -5
30 | N/C(=N\OC(=O)CCCOc1ccccc1)c1ccncc1 | -5 | 3 | -7 | 0 | -5
31 | C=CCn1c(SCC(=O)N2CCN(C(=O)c3ccco3)CC2)nc2sc(CC)cc2c1=O | -10 | -1 | -7 | 0 | -7
32 | O=C(COc1ccc2ccccc2c1)N1CCN(C(=O)c2cccnc2)CC1 | -8 | 3 | -4 | 1 | 0

no. | Runt-CBFb FRET | Hck Nef HTS | L929 necroptosis | MDM2 E3 inh
25 | -4 | -2 | 0.5 | -12
26 | -1 | -3 | 0.9 | -1
27 | -1 | 22 | 2.9 | -14
28 | -2 | -4 | 1.2 | -11
29 | 1 | 14 | 0.1 | -12
30 | 0 | -5 | 0.8 | 12
31 | -3 | 3 | 0.4 | -7
32 | 0 | 0 | 0.3 | -34

Following part
no. | structure | p47phox inh | Tb hexokinase | EBV gp42 inh | Runt-SMMHC FRET | 14-3-3 Bad PPI
33 | CCOC(=O)C1=C(C)Nc2ccc(C)cc2S1 | -12 | 3 | -16 | 4 | 9[fluorescence artefact?]
34 | Cc1cc(NC(=O)CCCSc2nc(-c3ccco3)cc(C(F)(F)F)n2)n(-c2ccccc2)n1 | -47 | -25 | -12 | -5 | 5
35 | O=C(NC(=S)NCCCN1CCOCC1)c1ccc(Br)cc1 | 0 | 2 | 2 | 0 | -10
36 | N#CN=C1CCCCCN1CC(N)=O | -9 | 6 | -4 | 2 | 3
37 | Nc1nc(CN2CCN(Cc3ccc4c(c3)OCO4)CC2)nc(Nc2ccccc2)n1 | 6 | 2 | -17 | 1 | 9
38 | O=C(Nc1ccccc1-c1nnc(SCc2ccccc2Cl)o1)c1ccccc1 | 2 | -7 | -12 | 1 | 12
39 | Cc1oc2c(c1C(=O)c1ccccc1)C(=O)C(=O)c1ccccc1-2 | -2 | 13 | -6 | -14 | -10[fluorescence artefact?]
40 | O=S(=O)(NCCC1=CCCCC1)c1cccc(S(=O)(=O)N2CCOCC2)c1 | -12 | 39 | -9 | 1 | -10

no. | Runt-CBFb FRET | Hck Nef HTS | L929 necroptosis | MDM2 E3 inh
33 | 1 | 0 | 0.4 | -5
34 | -6 | -11 | -0.4 | 0
35 | -1 | 17 | -0.2 | -22
36 | 0 | 2 | 0.6 | -21
37 | 0 | -1 | -0.1 | -15
38 | 0 | 0 | 0.0 | -11
39 | -3 | 2 | 20 | -6
40 | -2 | 5 | -0.5 | -7

(cont.)
no. | structure | p47phox inh | Tb hexokinase | EBV gp42 inh | Runt-SMMHC FRET | 14-3-3 Bad PPI
41 | COc1ccc(CNC(=O)C2CSCCS2)cc1 (stereo not given) | -9 | -3 | -6 | 2 | 13[fluorescence artefact?]
42 | Cc1c(NC(=O)c2cc(-c3ccc(O)cc3)on2)c(=O)n(-c2ccccc2)n1C | -6 | -16 | -1 | 0 | 13
43 | Cc1cccc(OCC(=O)NNC(=O)CCc2ccccc2)c1 | 2 | 4 | 1 | -6 | 1
44 | Cc1cc(C)cc(NS(=O)(=O)c2ccc3[nH]c(=O)[nH]c3c2)c1 | -13 | 1 | -23 | -3 | -2
45 | Cc1ccc(C(=O)N[C@@H](C)CN2C3=NC[C@H](C)N3C[C@H]2Cc2ccc(O)cc2)cc1Br | -16 | 5 | -8 | 2 | 1
46 | O=C1C(=O)c2ccccc2C([O-])=C1[n+]1ccccc1 | -83 | -24 | -6 | 0 | 0
47 | CC(C)CNC(=O)c1cc(-c2ccco2)on1 | -6 | -6 | -18 | -3 | -13
48 | CS(=O)(=O)N1CCN(c2ccc(NC(=O)C(c3ccccc3)c3ccccc3)cc2)CC1 | -4 | -7 | -2 | 0 | 0[fluorescence artefact?]
49 | Cc1oc(C(C)(C)C)cc1-c1cc(NC(=O)c2ccc([N+](=O)[O-])cc2)n[nH]1 | -7 | -16 | -10 | -4 | -8

no. | Runt-CBFb FRET | Hck Nef HTS | L929 necroptosis | MDM2 E3 inh
41 | -1 | 2 | 0.3 | 9
42 | 2 | -4 | 0.4 | -13
43 | 0 | 22 | -0.2 | 0
44 | 0 | 19 | -1.4 | 10
45 | -1 | 2 | -0.8 | -12
46 | 2 | 12 | -0.3 | -5
47 | -1 | 1 | -0.7 | -23
48 | -2 | 7 | 0.3 | -4
49 | 0 | 10 | 4.5 | 4
